Compound activity from PubChem.
EBNA-1 inh = blocks EBNA-1 binding to DNA | EBNA-1 DNA binding, fluorescence polarization | inhibition, % at 14.8 µM | 300,000 compounds, 0.34% hits | AID 1950; in the data active = inhibition above about 28%
GSTO1 inh = counter-screen for RBBP9 inhibitors: inhibitors of human GSTO1. inhibition, % at 5.96 µM. P78417. 300,000 compounds, 1.1% hits. AID 1974. recombinant GSTO1, activity-based probe fluorescence polarization;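 active = inhibition above the campaign mean inhibition plus 3 SD, cut at about 35% in these data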;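 note: 0% = GSTO1-1 with DMSO and 100% = wells lacking GSTO1-1 enzyme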
Target sequence (P78417 whole entry, looked up): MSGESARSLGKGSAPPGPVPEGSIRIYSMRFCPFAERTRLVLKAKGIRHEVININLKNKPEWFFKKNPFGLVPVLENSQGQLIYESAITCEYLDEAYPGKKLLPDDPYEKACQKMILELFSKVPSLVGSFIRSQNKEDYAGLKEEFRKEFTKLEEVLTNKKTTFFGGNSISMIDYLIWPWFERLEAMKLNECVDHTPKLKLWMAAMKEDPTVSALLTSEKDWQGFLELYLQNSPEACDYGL
LYPLA1 inh = counter-screen for PME1 inhibitors: inhibitors of human LYPLA1. inhibition, % at 5.9 µM. 320,000 compounds, 0.16% hits. O75608. recombinant LYPLA1, FP-Rh probe fluorescence polarization;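 active = inhibition above the mean of all tested compounds plus 3 SD, set per campaign, cut at about 14% in these data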;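 note: inhibitors block serine hydrolase probe labeling of LYPLA1 so polarization falls; 0% = enzyme with DMSO and 100% = wells lacking LYPLA1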
Target sequence (O75608 whole entry, looked up): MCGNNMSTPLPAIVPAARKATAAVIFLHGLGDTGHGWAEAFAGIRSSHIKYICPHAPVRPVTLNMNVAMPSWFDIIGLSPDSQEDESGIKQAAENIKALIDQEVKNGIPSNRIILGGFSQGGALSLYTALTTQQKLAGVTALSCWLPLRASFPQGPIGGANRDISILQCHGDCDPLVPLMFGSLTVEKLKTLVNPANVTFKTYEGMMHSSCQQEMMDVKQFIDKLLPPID
PREPL inh = inhibits the human prolyl oligopeptidase-like enzyme | inhibition, % at 5.96 µM | recombinant PREPL, fluorescence polarization activity-based probe | Q4J6C6 | AID 2751 | 320,000 compounds, 0.68% hits; in the data active = inhibition above about 43%;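 note: 0% = enzyme with DMSO and 100% = wells lacking enzyme; many of its hits are not listed in these tables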
PAFAH2 inh = inhibitors of human PAFAH2; Q99487; 340,000 compounds, 0.99% hits; inhibition, % at 3.39 µM; recombinant PAFAH2, FP-rhodamine activity probe, fluorescence polarization;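 active = inhibition above the mean over all tested compounds plus 3 SD, cut at about 30% in these data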;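 note: inhibitors block probe labeling of enzyme so polarization drops; 0% = enzyme with DMSO and 100% = wells lacking PAFAH2 protein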
LYPLA2 counter = blocks human lysophospholipase 2, a PME1 counter-screen | O95372 | recombinant LYPLA2, FP-Rh probe fluorescence polarization | inhibition, % at 5.9 µM | 320,000 compounds, 0.38% hits;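 active = inhibition above the screen-wide mean plus 3 SD, limit set per campaign, cut at about 26% in these data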;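 note: 0% = LYPLA2 with DMSO and 100% = wells lacking LYPLA2 enzyme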
Target sequence (O95372 whole entry, looked up): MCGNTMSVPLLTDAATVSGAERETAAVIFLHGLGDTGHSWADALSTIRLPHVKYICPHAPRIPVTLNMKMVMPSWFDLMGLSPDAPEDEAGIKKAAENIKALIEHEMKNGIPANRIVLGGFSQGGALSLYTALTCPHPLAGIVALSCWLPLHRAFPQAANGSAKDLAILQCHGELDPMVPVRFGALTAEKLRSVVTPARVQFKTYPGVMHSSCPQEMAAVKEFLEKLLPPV
PAFAH1B3 FP inh = blocks human PAF acetylhydrolase 1B catalytic subunit 3; Q15102; recombinant PAFAH1B3, FP-rhodamine probe, fluorescence polarization; inhibition, % at 3.39 µM; 340,000 compounds, 0.28% hits; AID 492972;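 active = inhibition above the screen-wide average of all tested compounds plus 3 SD, cut at about 25% in these data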;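 note: 0% = enzyme with DMSO only and 100% = wells lacking PAFAH1B3 protein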
PAD4 inh = inhibitors of human PAD4; recombinant PAD4, RCA probe fluorescence polarization; inhibition, % at 6.36 µM; 330,000 compounds, 0.41% hits;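 active = percent inhibition above a cutoff equal to the mean of all tested compounds plus 3 SD, cut at about 15% in these data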;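 note: 0% = PAD4 with RCA probe and DMSO and 100% = probe without PAD4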
ZTA DNA inh = blocks Epstein-Barr virus ZTA, an EBNA-1 counter-screen; P03206; ZTA-DNA binding, fluorescence polarization; inhibition, % at 11 µM; 320,000 compounds, 0.15% hits; AID 2234; in the data active = inhibition above about 33%
Target sequence (P03206 whole entry, looked up): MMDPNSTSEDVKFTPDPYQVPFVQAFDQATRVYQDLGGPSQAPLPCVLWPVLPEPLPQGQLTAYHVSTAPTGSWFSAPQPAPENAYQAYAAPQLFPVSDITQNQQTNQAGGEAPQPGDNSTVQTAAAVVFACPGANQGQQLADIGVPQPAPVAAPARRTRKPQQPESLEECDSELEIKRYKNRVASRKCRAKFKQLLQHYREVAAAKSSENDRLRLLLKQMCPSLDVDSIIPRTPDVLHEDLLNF
Starred values were filed as active, the others as inactive; . = no result given. These rows are one share of the data; rates above refer to the full screens.

Compound	ZTA DNA inh	PREPL inh	LYPLA1 inh	PAFAH2 inh	LYPLA2 counter	PAD4 inh	GSTO1 inh	PAFAH1B3 FP inh	EBNA-1 inh
O=C(CCc1nnc(Cc2ccc3c(c2)OCO3)o1)NCCc1ccccc1Cl	3	8	-8	2	-10	2	7	4	-13
COc1ccc(CCNC(=O)c2sc3cc(C)ccc3c2Cl)cc1	-14	2	0	1	5	2	10	-2	7
COc1ccc(NC2(c3ccc(Cl)cc3)C(=O)c3ccccc3C2=O)cc1	-13	-7	-6	8	-7	-2	2	6	-8
CC(C)N(Cc1ccccc1)C(=O)CN1C(=O)NC2(CCCC2)C1=O	5	-4	-4	8	1	4	.	-1	.
Cc1cc(NC(=O)CSc2nnc(CNC(=O)c3ccccc3)o2)no1	-20	12	-2	-3	0	-5	-1	7	-7
O=C(c1ccc2c(c1)OCO2)N(Cc1ccco1)C1(C(=O)NC2CCCCC2)CCCCC1	6	2	-2	-6	-1	0	5	6	1
COc1cccc(CN(C)CC(=O)Nc2ccccc2C(=O)Nc2ccccc2)c1	-13	19	1	-3	0	-2	-5	2	-13
CCC1(c2ccccc2)NC(=O)N(CC(=O)Nc2cc(S(=O)(=O)N3CCOCC3)ccc2OC(C)C)C1=O (configuration not stated)	-28	2	4	0	4	-3	8	6	0
O=C(Nc1ccc([N+](=O)[O-])cc1Br)c1cccnc1	6	3	0	3	0	-2	-7	-8	6
COc1ccc(-c2c3c(=O)n(C)c(=O)n(C)c3cn2-c2cccc(OC)c2)cc1	13	-2	0	2	-2	-9	2	1	-8
Cc1ccc(NC(=O)/C(CN(C)C)=N\O)cc1	11	3	-1	7	-5	-2	4	-3	2
O=C(NCCOc1ccccc1)c1ccccc1Cl	1	2	2	18	1	-7	-3	11	10
CCC(C)[C@H](NC(=O)C1CC(=O)N(c2ccc(OC)cc2)C1)C(=O)NC1CCCC1 (some centres not stated)	10	6	1	1	1	1	1	5	5
CC1CCN(CC(=O)Nc2nccs2)CC1	-4	6	-2	-5	-1	0	6	10	3
CC(C)(C)NC(=O)c1cccc2c1C(=O)c1ccccc1-2	7	1	-1	-2	1	-2	-8	-2	-3
COc1ccc(-c2nc3c(=O)n(C)c(=O)[nH]c3n2CCc2ccccc2)cc1	0	-7	0	13	0	-6	10	6	-1
Cc1ccc(NC(=O)N2CCN(C(=O)c3ccco3)CC2)cc1Cl	3	5	-2	-2	5	-3	1	-1	1
Cc1ccccc1NC(=S)NCc1ccco1	9	2	2	5	4	-6	2	6	2
COc1ccc(C(CC(=O)O)NC(=O)Cc2ccccc2)cc1 (configuration not stated)	2	3	-1	5	2	1	0	17	5
COC(=O)c1c(NC(=O)CSc2ncn[nH]2)sc(C)c1C	-6	-7	-3	0	0	3	-5	-6	-10
C[C@@H]1NC(=O)c2cc([N+](=O)[O-])cc(I)c2OCC[C@@H](C(=O)NC(CC(=O)O)C(N)=O)NC(=O)[C@H](CCC(=O)O)NC1=O (some centres not stated)	3	-3	4	.	8	-1	-8	.	9
Cc1ccccc1C(=O)N1CCC(C(=O)Nc2nc3ccc(F)cc3s2)CC1	11	26	-4	-4	-1	-1	4	2	3
CCCC(=O)NCCCc1nc2ccccc2n1CCC	2	11	4	8	-2	-1	6	-1	6
CCc1nc2ccccc2n1Cc1ccc(F)cc1	-14	1	-1	3	3	-4	6	2	-6
O=C(NCCCN1CCC(Cc2ccccc2)CC1)C1CC(=O)N(C2CCCCCC2)C1 (configuration not stated)	-20	26	5	2	4	0	4	8	0
CCc1nnc(NS(=O)(=O)c2ccc(NC(=S)NC(=O)/C=C/c3ccc(OC)cc3)cc2)s1	7	-5	1	-4	2	-4	-3	1	10
Cc1ccc(-n2[nH]c(=O)c(-c3ccccn3)c2C)cc1	7	14	0	5	-2	-6	3	9	-12
COc1ccc(OCCOC(=O)c2cccs2)cc1	0	-2	-4	1	-2	2	-1	7	-7
COc1cccc(/C=N\n2c(C)nnc2C)c1OC	4	10	1	2	-3	0	6	8	9
Cc1c(NC(=O)Nc2cccc([N+](=O)[O-])c2)c(=O)n(-c2ccccc2)n1C	-6	0	-2	3	-6	0	1	4	5

Some of these compounds in order of heavy-atom count, low to high:
Compound	ZTA DNA inh	PREPL inh	LYPLA1 inh	PAFAH2 inh	LYPLA2 counter	PAD4 inh	GSTO1 inh	PAFAH1B3 FP inh	EBNA-1 inh
CC1CCN(CC(=O)Nc2nccs2)CC1	-4	6	-2	-5	-1	0	6	10	3
COc1cccc(/C=N\n2c(C)nnc2C)c1OC	4	10	1	2	-3	0	6	8	9
COC(=O)c1c(NC(=O)CSc2ncn[nH]2)sc(C)c1C	-6	-7	-3	0	0	3	-5	-6	-10
COc1ccc(NC2(c3ccc(Cl)cc3)C(=O)c3ccccc3C2=O)cc1	-13	-7	-6	8	-7	-2	2	6	-8
O=C(CCc1nnc(Cc2ccc3c(c2)OCO3)o1)NCCc1ccccc1Cl	3	8	-8	2	-10	2	7	4	-13

(next part)
Compound	ZTA DNA inh	PREPL inh	LYPLA1 inh	PAFAH2 inh	LYPLA2 counter	PAD4 inh	GSTO1 inh	PAFAH1B3 FP inh	EBNA-1 inh
CCOC(=O)C1=c2s/c(=C\c3ccncc3)c(=O)n2C(N)=C(C(=O)OC)C1c1ccncc1 (configuration not stated)	2	23	1	5	-5	0	8	1	0
Cc1cc(CC(=O)O)c2oc(-c3ccoc3)cc(=O)c2c1	20	1	-4	.	-2	0	-3	.	-5
COC(=O)CNC(=O)C1CCCN1C(=O)OC(C)(C)C (configuration not stated)	1	8	-3	-2	2	-1	-1	4	-1
Cc1ccc(-n2cc(CN3CCN(Cc4nccn4C)CC3)c(-c3cccc(C)c3)n2)cc1	-8	-16	-2	0	-4	-1	0	13	-16
CCC(=O)c1ccc(OCC(O)Cn2nnc3ccccc32)cc1 (configuration not stated)	7	2	-2	-6	4	2	1	5	3
COc1ccc(C)cc1S(=O)(=O)N(CC(=O)Nc1ccc2c(c1)OCCO2)Cc1ccccc1	-9	3	-4	-2	2	6	3	-7	-9
CCOC(=O)c1c(NC(=O)CSc2ncccn2)sc(C(=O)NC)c1C	-9	0	-2	-4	7	-6	5	0	0
CCOc1cc(C(=O)NC(C)c2ccncc2)cc(OCC)c1OCC (configuration not stated)	5	11	0	0	-3	3	4	0	7
COc1ccccc1CNC(=O)CN1C(=O)C(C)N(c2ccc(C)cc2)C1=O (configuration not stated)	5	-1	1	1	6	-1	1	-4	-8
Cc1snc2sc(C(=O)c3ccc(Br)cc3)c(N)c12	6	6	-1	8	17	-4	2	4	10
COc1ccc(N2CCN(S(=O)(=O)c3c(C)nc4scc(C)n4c3=O)CC2)cc1	7	14	-2	0	-9	-2	-6	5	-11
CC1CCCC(C)N1S(=O)(=O)c1ccc(S(=O)(=O)N2CCOCC2)cc1 (configuration not stated)	-3	16	2	4	-1	-4	0	5	-9
Cc1ccc(N2C(=O)CC(n3ccnc3)C2=O)cc1C (configuration not stated)	4	4	1	3	0	-3	-6	7	6
CCCCN1C(=O)NC2NC(=O)NC21 (configuration not stated)	-6	-1	-3	3	-5	3	-19	-4	13
Cc1ccccc1C(=O)N1CCc2cc(-c3csc(NC(=O)CN4CCCC4)n3)ccc21	-8	4	4	3	6	-2	-1	4	-8

An excerpt of the results above, as a working copy:
Compound	ZTA DNA inh	PREPL inh	LYPLA1 inh	PAFAH2 inh	LYPLA2 counter	PAD4 inh	GSTO1 inh	PAFAH1B3 FP inh	EBNA-1 inh
CCOC(=O)C1=c2s/c(=C\c3ccncc3)c(=O)n2C(N)=C(C(=O)OC)C1c1ccncc1 (configuration not stated)	2	23	1	5	-5	0	8	1	0
Cc1cc(CC(=O)O)c2oc(-c3ccoc3)cc(=O)c2c1	20	1	-4	.	-2	0	-3	.	-5
COC(=O)CNC(=O)C1CCCN1C(=O)OC(C)(C)C (configuration not stated)	1	8	-3	-2	2	-1	-1	4	-1
Cc1ccc(-n2cc(CN3CCN(Cc4nccn4C)CC3)c(-c3cccc(C)c3)n2)cc1	-8	-16	-2	0	-4	-1	0	13	-16
CCC(=O)c1ccc(OCC(O)Cn2nnc3ccccc32)cc1 (configuration not stated)	7	2	-2	-6	4	2	1	5	3
COc1ccc(C)cc1S(=O)(=O)N(CC(=O)Nc1ccc2c(c1)OCCO2)Cc1ccccc1	-9	3	-4	-2	2	6	3	-7	-9
CCOC(=O)c1c(NC(=O)CSc2ncccn2)sc(C(=O)NC)c1C	-9	0	-2	-4	7	-6	5	0	0

Carrying on.
Compound	ZTA DNA inh	PREPL inh	LYPLA1 inh	PAFAH2 inh	LYPLA2 counter	PAD4 inh	GSTO1 inh	PAFAH1B3 FP inh	EBNA-1 inh
COc1ccc(C(=O)NCc2nnc(SCC(=O)NCCc3ccccc3)o2)cc1	6	10	-1	-1	-7	-7	5	4	-18
CC(C)NC(=O)C(c1ccc(F)cc1)N(C(=O)CCC(=O)Nc1ccccn1)C1CCCCC1 (configuration not stated)	0	8	0	8	7	-1	0	-3	-14
CCc1ncc(CN2CCCC(C(=O)Nc3cccc(-c4ccc(F)cc4)c3)C2)cn1 (configuration not stated)	-7	-23	-1	-3	12	-1	8	7	4
CCCc1nnc(NC(=O)CS(=O)(=O)c2ccc(C)cc2)s1	2	7	-2	-13	2	-6	-1	-1	-9
C=CCOc1cccc(C2C(C(=O)c3ccc(C)o3)=C(O)C(=O)N2CCCn2ccnc2)c1 (configuration not stated)	1	6	-4	-3	-2	-1	1	0	-5
O=C(NCC1CCCO1)C1c2ccccc2C(=O)N1C1CCCCCC1 (configuration not stated)	-9	1	0	5	2	-2	-2	5	-4
O=C(c1ccc(C(F)(F)F)cc1)C1CCCN(C(=O)CCc2cnccn2)C1 (configuration not stated)	10	-1	-3	6	2	-4	-1	-3	6
O=C(CNc1ccc2ccccc2c1)N/N=C/c1ccc([N+](=O)[O-])o1	-17	29	-3	-5	-1	-3	14	5	-22
CCc1cc2c(SCC(=O)NC3CCS(=O)(=O)C3)ncnc2s1 (configuration not stated)	15	4	3	-4	3	-1	1	7	8
CC1CCN(C(=O)CCNS(=O)(=O)c2ccc(Br)cc2)CC1	-19	0	0	4	3	-3	.	7	.
CCOC(=O)N1CCC(NC(=O)c2cc(C)c3c(C)nn(-c4ccccc4)c3n2)CC1	11	8	4	-5	7	-4	-1	9	-9
CC(C)N(C(=O)CC1ON(C)C(=O)N1c1ccc(Cl)cc1)C(C)C (configuration not stated)	18	10	-1	2	1	2	-4	-4	-1
CCN1C(=O)[C@H]2[C@@H](c3ccc(OC)cc3)N3C(=O)CN(CCOC)C(=O)[C@@]3(C)[C@H]2C1=O	9	2	-1	1	-1	0	7	3	8
